Source: PubChem
ARFGAP1 inhibitor = inhibits rat ARF GTPase activating protein 1. inhibition, % at 16.5 µM. Arfgap1-stimulated ARF1 GTP hydrolysis, GDP FP detection. AID 651572. 360,000 compounds, 0.26% hits;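 active = inhibition above a per-plate limit, mean inhibition of low control wells plus 3 SD, cut at about 25% in these data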;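 also: 0% = DMSO wells with enzyme and 100% = wells lacking Arfgap1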
Target sequence (Q62848 1-136 limits assumed): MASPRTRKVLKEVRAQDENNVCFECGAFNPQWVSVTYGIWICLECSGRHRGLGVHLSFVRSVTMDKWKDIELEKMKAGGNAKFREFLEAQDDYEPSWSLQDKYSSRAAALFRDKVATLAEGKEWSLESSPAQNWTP
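material = rat Arfgap1 catalytic domain, aa 1-136 | also added = human ARF1(Δ1-17)-GTP substrate | compound dosing = one concentration, 16.5 µM, DMSO 1.26% | times = GTP hydrolysis reaction 2 h at 25 °C | measured by = FP, GDP Alexa 633 tracer displaced from anti-GDP antibody, 620/688 nm | evaluation = percent inhibition of Arfgap1-stimulated GTP hydrolysis | replication = single well per compound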
Tn7 DDE FP = inhibitors of Tn7 peptide binding to human fibrin DD(E); P02675; FP displacement of FITC-Tn7 peptide from fibrin DD(E); 0% = median of compound wells per plate; inhibition, % at 8.3 µM; 370,000 compounds, 0.13% hits;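 active = inhibition above the mean of compounds falling within the control limits plus 3 SD of them, cut at about 14% in these data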;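 also: 0% = plate median of compound wells and 100% = 10 µM Aha-Tn7 peptide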
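Also added: labelled Tn7 tracer, 0.1 µM; Assay system: human fibrin DD(E) protein; Amount: 2 µM fibrin DD(E); Schedule: 10 min compound pre-incubation, 3 h probe incubation at room temperature; Repeats: one replicate per compound; Read-out basis: percent inhibition; Measured by: fluorescence polarization of the labelled Tn7 tracer.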
ADAM10 inh = ADAM10 inhibition, QFRET primary screen; recombinant ADAM10, EDANS/DABCYL FRET peptide cleavage, 3 h; O14672; inhibition, % at 7 µM; 370,000 compounds, 0.62% hits;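 active = inhibition above a per-campaign cutoff equal to the mean of compounds falling between control-based bounds plus 3 SD, cut at about 20% in these data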;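 also: 0% = DMSO wells while the 100% control is not disclosed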
PLC-beta3 inh = inhibitors of human phospholipase C beta3; Q01970; Purified PLC-beta3, fluorogenic substrate, fluorescence; inhibition, % at 12.2 µM; 370,000 compounds, 0.18% hits; in the data active = inhibition above about 11%;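 also: 0% = median of compound wells on plate and 100% = full blocker control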
ASAP1 GAP inh = ASAP1 ArfGAP inhibition | Q9ULH1 | ASAP1-stimulated ARF1 GTP hydrolysis, GDP FP detection | inhibition, % at 16.5 µM | 360,000 compounds, 0.19% hits; in the data active = inhibition above about 25%;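 also: 0% = vehicle with enzyme and substrate and 100% = no enzyme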
Target sequence (Q9ULH1 325-724 limits assumed): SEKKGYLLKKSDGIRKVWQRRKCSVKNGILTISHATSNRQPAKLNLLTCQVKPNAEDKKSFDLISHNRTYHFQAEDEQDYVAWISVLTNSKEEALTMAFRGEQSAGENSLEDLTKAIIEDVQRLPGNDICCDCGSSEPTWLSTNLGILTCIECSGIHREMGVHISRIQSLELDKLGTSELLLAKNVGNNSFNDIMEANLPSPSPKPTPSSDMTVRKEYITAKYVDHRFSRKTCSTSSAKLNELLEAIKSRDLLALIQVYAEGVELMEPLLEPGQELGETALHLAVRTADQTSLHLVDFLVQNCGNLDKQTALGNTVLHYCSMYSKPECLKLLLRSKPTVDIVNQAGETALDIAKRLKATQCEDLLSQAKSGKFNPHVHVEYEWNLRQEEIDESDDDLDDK
TDP2 inh = TDP2 (human) inhibition, absorbance primary screen; recombinant TDP2, T5PNP hydrolysis, p-nitrophenol absorbance 415 nm; 370,000 compounds, 0.34% hits; AID 720702; inhibition, % at 12.8 µM; O95551;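 active = inhibition above the mean of all tested compounds plus 3 SD, set per campaign, cut at about 25% in these data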;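 also: 0% = DMSO with enzyme and 100% = buffer with substrate but no TDP2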
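Assay system: recombinant human TDP2 / Reagent: T5PNP substrate at 5 mM, a TopII-DNA adduct mimic / Measured by: epi absorbance from released p-nitrophenol / Evaluation: % inhibition relative to enzyme-containing and enzyme-free wells / Control set: enzyme-free and DMSO wells / Replicates: each compound tested once, singlicate / Schedule: enzyme reaction with compound for 2 h at 37 °C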
DDE Tn6 FP inh = inhibitors of Tn6 peptide binding to human fibrin DD(E); P02675; Fibrin DD(E) TRITC-Tn6 fluorescence polarization displacement; inhibition, % at 8.3 µM; 370,000 compounds, 0.21% hits;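 active = inhibition above a per-campaign cutoff: mean of compounds within control limits plus 3 SD, cut at about 15% in these data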;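 also: 0% = median of all compound wells on the plate and 100% = blocking peptide control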
PLC-gamma1 inh = PLC-gamma1 (human) inhibition, primary screen; P19174; purified PLC-gamma1, fluorogenic substrate, fluorescence; inhibition, % at 12.2 µM; 370,000 compounds, 0.84% hits; AID 720700; in the data active = inhibition above about 9.5%
ADAM17 inh = inhibitors of human ADAM17; recombinant ADAM17, EDANS/DABCYL FRET peptide cleavage; inhibition, % at 6.95 µM; 370,000 compounds, 0.83% hits; AID 720648;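 active = inhibition above the mean of compounds lying between control limits plus 3 SD, set per campaign, cut at about 8.5% in these data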;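 also: 0% = DMSO-only wells as the low control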
SIAE inh = human SIAE inhibition, primary screen. Q9HAT2. 370,000 compounds, 0.69% hits. AID 1053197. SIAE FP-Rh probe binding, fluorescence polarization. inhibition, % at 9.66 µM;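 active = inhibition above a cutoff: mean of compounds within the control limits plus 3 SD of those, cut at about 17% in these data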;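 also: 0% = plate median of compound wells and 100% = probe without SIAE protein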
Target sequence (Q9HAT2 whole entry, looked up): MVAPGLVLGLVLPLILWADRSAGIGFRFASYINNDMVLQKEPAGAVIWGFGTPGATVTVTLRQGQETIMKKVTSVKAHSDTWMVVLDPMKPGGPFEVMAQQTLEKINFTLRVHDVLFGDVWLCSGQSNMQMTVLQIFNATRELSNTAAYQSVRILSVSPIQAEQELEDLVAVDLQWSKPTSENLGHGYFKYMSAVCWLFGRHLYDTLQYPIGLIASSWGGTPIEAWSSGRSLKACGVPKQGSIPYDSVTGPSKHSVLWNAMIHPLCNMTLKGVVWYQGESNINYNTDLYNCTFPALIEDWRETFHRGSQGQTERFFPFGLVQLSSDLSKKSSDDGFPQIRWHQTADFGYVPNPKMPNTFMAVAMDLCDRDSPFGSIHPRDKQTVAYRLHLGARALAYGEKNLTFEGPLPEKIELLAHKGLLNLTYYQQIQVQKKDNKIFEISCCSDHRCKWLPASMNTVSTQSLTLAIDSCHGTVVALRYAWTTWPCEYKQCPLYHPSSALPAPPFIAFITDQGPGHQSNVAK
* marks the source's active call; other numbers are inactive results; nt = not tested or not shown; & = joins results of further samples.

SMILES	ARFGAP1 inhibitor	Tn7 DDE FP	ADAM10 inh	PLC-beta3 inh	ASAP1 GAP inh	TDP2 inh	DDE Tn6 FP inh	PLC-gamma1 inh	ADAM17 inh	SIAE inh
COc1ccc(C)cc1S(=O)(=O)N(CC(=O)Nc1cc([N+](=O)[O-])ccc1C)c1ccc(C)c(C)c1	-10	-5	14	2	-1	5	-2	1	5	-10
CC(C)Cc1ccc(S(=O)(=O)N2CCCC2)cc1	7	10	-4	-3	6	-8	9	-2	-3	-2
Cc1ccc(C)c(S(=O)(=O)N2CCN(C(=O)c3cccn3C)CC2)c1	-10	-10	-10	-5	-3	2	3	4	-1	2
N/C(=N\OS(=O)(=O)c1ccc(Cl)cc1)c1ccncc1	-3	4	-1	-1	-1	4	-6	-1	-6	-1
Cn1nc(C(=O)Nc2nc(-c3ccc(F)cc3)cs2)ccc1=O	4	-4	4	-5	6	-1	-7	4	1	5
Clc1ccccc1/C=C/C=N/Nc1nc(N2CCOCC2)nc(N2CCOCC2)n1	9	3	0	-2	4	4	1	3	3	-1
O=C(C1CCN(c2ncnc3c2nc2n3CCCCC2)CC1)N1CCN(c2ccccc2F)CC1	4	-4	3	-8	-6	-10	1	1	6	1
CCC[C@H]1[C@@H](N(C)CC2CCCCC2)CC[C@@]23CCCN2C(=O)CCC[C@@H]13	nt	-6	2	-1	nt	2	-5	4	-1	-3
CN1CCN(CCCC(=O)c2ccc(C3CCCC3)cc2)CC1	-1	-2	2	4	-2	-13	-2	4	4	1
O=C(COC(=O)c1ccco1)Nc1ccc([N+](=O)[O-])cc1Cl	3	-4	-9	-5	-10	4	-3	5	-3	2
CCC(C)NC(=O)c1ccccc1-c1nc2ccccc2[nH]1 (stereo not drawn)	5	4	-11	-20	10	1	1	-19	-4	0
O=C(COC(=O)C1CCCC1)Nc1cccc(Cl)c1Cl	-3	-4	-1	-2	2	-8	-5	4	0	-11
CCCc1cc(=O)[nH]c(SCC(=O)N(C)Cc2ccccc2)n1	-2	-5	-5	3	5	-5	2	1	-1	0
COc1ccc(NC(=O)CSc2nnc(-c3cnccn3)n2C)cc1OC	7	-1	-12	-9	-11	3	0	-2	-3	2
CC[C@H](C)[C@H](NC(=O)OCc1ccccc1)C(=O)OCC(=O)N1CCN(c2ccc(F)cc2)CC1	-4	-3	13	-3	5	-14	4	-1	2	6
Cn1ccnc1C(=O)c1cc(=O)c2ccccc2o1	-10	-2	-3	1	-1	7	7	1	-3	1
CCc1ccc2oc(=O)cc(CN3CCOCC3)c2c1	0	2	2	0	-4	5	-5	0	-3	4
CC1Cc2ccccc2N1C(=O)C12CCC(C)(C(=O)C1)C2(C)C (stereo not drawn)	5	7	0	-1	-23	-3	8	-3	0	-2
COc1ccccc1N1CCN(Cc2cc(=O)c(OCC(=O)Nc3ccccc3)co2)CC1	-5	-1	2	2	-11	5	-6	2	0	4
Cc1cc(Cl)c(S(=O)(=O)Nc2ccon2)cc1OCC(=O)NC1CCCCC1	9	-7	-2	2	2	-5	-2	1	-3	2
C[C@H](CO)N1C[C@H](C)[C@@H](CN(C)Cc2ccc(Cl)c(Cl)c2)Oc2c(NC(=O)Cc3ccccc3)cccc2C1=O	-5	-3	17	4	10	1	4	4	5	-3
CCn1c(=O)c(CCC(=O)NCCN2CCOCC2)c(C)c2c(C)nn(-c3cccc(C)c3)c21	-7	8	-9	-6	-14	7	3	0	-2	4
Cc1cc(Nc2ccccc2)nn1C(=O)c1ccc(Cl)cc1	-9	7	1	2	5	5	-1	-1	-5	6
CCN(CC)CC(O)CCCCCCCCC(=O)OC (stereo not drawn)	-1	3	-1	-2	-6	3	11	0	-1	-1
O=C(O)c1ncc(Cl)c(Cl)c1Cl	-1&-10	1&-2	-2&2	-7&4	-11&2	-4&-26	7&6	3&9	-2&1	-2&0
Next structures
SMILES	ARFGAP1 inhibitor	Tn7 DDE FP	ADAM10 inh	PLC-beta3 inh	ASAP1 GAP inh	TDP2 inh	DDE Tn6 FP inh	PLC-gamma1 inh	ADAM17 inh	SIAE inh
O=C(C1CCCCC1)N1C[C@H](n2cc(-c3ccc(F)cc3)nn2)[C@@H](O)C[C@@H]1c1ccccc1	8	2	-7	1	-3	-5	0	-1	-3	-1
O=C(CSc1nc2ccccc2nc1SCC(=O)N1CCCCC1)N1CCCCC1	-1	8	-1	0	12	-10	-2	-2	-3	-7
Cc1nnc(NC(=O)CN2CCN(Cc3ccc(F)cc3Cl)CC2)s1	12	7	-9	-6	-13	-8	5	-1	1	0
O=C(COC(=O)c1ccc2c(c1Cl)C(=O)c1ccccc1C2=O)NC1CC1	4	1	7	0	-5	6	-1	2	-2	-3
CSc1ccc(CN2CCN(C(C)C)C(CCO)C2)cc1 (stereo not drawn)	12	0	5	6	5	-2	9	2	1	1
C[C@H](NC(=O)OC(C)(C)C)C(=O)N/N=C/c1cccc2nccnc12	1	-3	2	-38	11	-20	0	-16	-3	9
CC(C)c1cc(=O)n2[nH]c(N)nc2n1	0	-5	-2	-1	7	5	-3	1	-3	-2
CCc1nc(C)ccc1OCC(=O)N1CCc2c([nH]c3ccccc23)C1c1ccccn1 (stereo not drawn)	-7	-1	-1	-7	7	4	9	-3	0	2
O=C(Nc1ccc(F)cc1F)c1cc2ncc(CCCl)cn2n1	5	-4	-6	-17	11	3	-3	-12	-2	-6
O=[N+]([O-])c1ccc(CN2CC(N3CCN(CC4CC4)CC3)CS2(=O)=O)cc1 (stereo not drawn)	11	0	-22	0	7	4	-1	1	-2	4
COc1ccccc1NC(=O)Cn1cnc2sc(C)c(S(=O)(=O)N3CCCCC3)c2c1=O	6	1	-2	-2	7	8	-10	-1	-5	1
COc1ccc(-c2c([C@H]3[C@@H]4C=CCC[C@@]4(C)C(=O)N3Cc3ccccc3)ccc3ccccc23)cc1OC	0	2	-4	-7	-3	-2	-8	-4	-1	3
CCN1C(=O)/C(=C\N(C)C)c2ccccc21	3	0	1	0	-16	7	-3	-1	-3	-4
CCC1CCCCN1C(=O)CCn1ccnc1 (stereo not drawn)	2	-4	-4	-18	2	-14	-3	-1	-2	2
CC1CN(C(=O)Cn2cc(S(=O)(=O)CC(=O)N(C)c3ccccc3)c3ccccc32)CC(C)O1 (stereo not drawn)	-1	10	-6	-9	-1	-11	-6	-3	4	-1
O=C(NCc1ccc2c(c1)OCO2)c1cc([N+](=O)[O-])ccc1N1CCCCC1	5	1	7	2	-2	-10	-2	-1	0	-3
CC(=O)C1=C(C)N(Cc2ccc(F)cc2)C(=S)NC1c1cccc(F)c1 (stereo not drawn)	-3	2	11	0	5	-7	7	0	3	-4
Cc1ccccc1Cn1cnc2c(cnn2C(C)(C)C)c1=O	-20	9	2	0	-17	6	4	-1	-3	5
Oc1ccccc1C=NN=CC=Cc1ccccc1	8	3	-4	1	-1	-13	-1	-2	-3	0
Nc1cc2c(cc1[N+](=O)[O-])OCO2	3	-4	-5	0	10	5	-6	0	2	7
COc1cccc(C(=O)N(Cc2cc3cc(C)ccc3[nH]c2=O)C(C)C)c1	-17	1	-11	-1	-13	-3	2	-2	-5	-1
O=C1C(=O)N(CCN2CCOCC2)C(c2ccccn2)/C1=C(/O)c1ccc(F)cc1 (stereo not drawn)	4	-6	-6	-12	2	7	4	-18	-6	2
C=CCNC(=O)CSCc1ccc(Br)cc1	14	3	-6	-4	-4	-4	5	-1	-9	-6
N#Cc1ccccc1CSc1nc(O)cc(=O)[nH]1	-6	-4	3	1	12	-1	-3	5	-2	17*
C[C@@H]1CN([C@H](C)CO)C(=O)CCCn2cc(nn2)CO[C@H]1CN(C)S(=O)(=O)c1ccc(Oc2ccccc2)cc1	-12	5	0	-1	-5	5	-9	-2	0	5
(next part)
SMILES	ARFGAP1 inhibitor	Tn7 DDE FP	ADAM10 inh	PLC-beta3 inh	ASAP1 GAP inh	TDP2 inh	DDE Tn6 FP inh	PLC-gamma1 inh	ADAM17 inh	SIAE inh
Nc1ccn(CC(=O)NCc2ccc3c(c2)OCO3)c(=O)n1	5	5	-5	0	8	2	1	-1	-2	2
NC(=S)NN=Cc1c[nH]c2nccnc12	-8	8	-12	-1	18	-5	3	4	0	6
N#Cc1cccc(C(=O)OCC(=O)N2CCCc3ccccc32)c1	10	-7	-2	-5	10	-9	-3	3	3	6
O=C(NCc1ccccc1F)c1cccs1	4	-7	3	-4	22	3	-3	0	-1	-6
CC(C)CCOc1cccc(OCC(=O)O)c1	10	1	-10	-3	3	-11	1	-1	-7	-1
COCCNC(=O)C1(C)CCCN(C(=O)c2ccc(C(=O)OC)cc2)C1 (stereo not drawn)	-1	3	-13	-8	4	6	-3	1	-7	3
COc1ccccc1NC(=O)CNC(=O)CC12CC3CC(CC(C3)C1)C2	0	1	-4	0	-1	6	-5	2	-1	-1
COc1cc(S(=O)(=O)N2CCCC3(CCCCC3)C2)ccc1-n1cnnn1	7	-8	6	-1	10	4	-1	3	-1	-6
Cc1cccc(Nc2nc(N)c([N+](=O)[O-])c(NCc3ccccc3)n2)c1	12	0	13	-3	0	-2	-5	3	9.2*	-18
CCc1nc2ccc(C(=O)NCCN3CCOCC3)cn2c1N(C)Cc1ccc(OC)cc1	-4	-7	-2	-10	15	3	3	-3	0	1
COc1cccc(COC(=O)c2nn(-c3ccccc3)nc2N)c1	1	0	-8	-1	-4	9	0	-2	-4	-9
O=c1c(Cl)c(N2CCNCC2)cnn1C12CC3CC(CC(C3)C1)C2	3	0	13	-3	-10	-7	-4	-1	3	2
CCCC(=O)NCC(c1cccs1)S(=O)(=O)c1ccc(Cl)cc1 (stereo not drawn)	18	3	-2	-7	-6	0	-5	6	5	-10
O=C(CCC(=O)N1CCOc2ccc(Cl)cc21)NCCCN1CCN(Cc2ccccc2)CC1	-9	8	-6	3	-9	6	-2	1	-2	9
COc1ccc(CNC(=O)C(C)N(Cc2ccco2)C(=O)c2snc(C(N)=O)c2N)cc1 (stereo not drawn)	-6	-3	-113	-66	10	-5	5	-45	-40	6
COc1ccc(CNC(=O)C2CSCCS2)cc1 (stereo not drawn)	-9	6	3	2	-11	3	-1	-2	-3	9
Cc1cc(OCC(=O)N2CCOCC2)ccc1NC(=O)C1CCCCC1	8	-4	5	3	3	2	-3	1	-2	-8
COc1ccc(/C=N/NC(=O)CN2CCSCC2)cc1C	5	-5	3	1	-5	10	6	2	1	7
